SIRT5 block = SIRT5 desuccinylase inhibitors, primary screen, biochemical, fluorescence imaging, single point, set 5. AID 652115, 2013. inhibition, % at 15 µM. Purified SirT5, succinyl-peptide AMC, trypsin-coupled fluorescence. NAD-dependent protein deacylase sirtuin-5, mitochondrial (Homo sapiens), Q9NXA8. actives 1.1% (n = 330,000); in the data active means inhibition above about 15%; inconclusive means no clear call, values can overlap the other calls
Target sequence (Q9NXA8 whole entry, looked up): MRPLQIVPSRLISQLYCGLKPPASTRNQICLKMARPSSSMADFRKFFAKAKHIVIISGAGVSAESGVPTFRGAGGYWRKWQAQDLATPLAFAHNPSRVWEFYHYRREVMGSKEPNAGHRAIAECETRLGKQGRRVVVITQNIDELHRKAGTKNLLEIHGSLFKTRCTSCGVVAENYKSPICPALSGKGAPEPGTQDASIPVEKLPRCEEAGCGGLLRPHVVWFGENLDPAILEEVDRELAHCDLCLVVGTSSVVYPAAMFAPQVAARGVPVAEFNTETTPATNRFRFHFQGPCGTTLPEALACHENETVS
Casp6 inh = human caspase-6 inhibitors, primary screen, biochemical, VEID-R110 fluorescence, single point, set 2; actives 0.53% (n = 350,000); purified caspase-6, Z-VEID-R110 cleavage fluorescence; AID 686996, 2013; inhibition, % at 12.5 µM;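 active means mean inhibition across replicates at least about 35%, with every replicate also reaching that limit, limit read from the data; inconclusive means only one of the two criteria met; inactive means neither criterion met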;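 further: 0% = median of neutral control wells and 100% = no fluorescence left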
Target sequence (P55212 24-179 limits assumed): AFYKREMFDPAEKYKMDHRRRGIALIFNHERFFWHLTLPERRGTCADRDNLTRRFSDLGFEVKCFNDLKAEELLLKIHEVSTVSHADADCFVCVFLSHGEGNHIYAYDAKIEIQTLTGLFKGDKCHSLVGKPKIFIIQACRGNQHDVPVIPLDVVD
Target sequence (P55212 194-293 limits assumed): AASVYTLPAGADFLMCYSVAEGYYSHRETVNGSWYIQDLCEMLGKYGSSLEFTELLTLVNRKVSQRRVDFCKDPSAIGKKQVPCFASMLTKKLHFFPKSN
ERAP1 HTS inh = human ERAP1 aminopeptidase inhibitors, primary screen, biochemical, single point, plate reader | Endoplasmic reticulum aminopeptidase 1 (Homo sapiens), Q9NZ08 | recombinant ERAP1, Leu-AMC fluorescence, 60 min | inhibition, % at 10.7 µM | actives 0.15% (n = 340,000) | AID 652197, 2013;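 active means mean replicate inhibition of at least 30%, or all replicates individually reaching that 30% level; inactive means mean below 30% and not every replicate reaching it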;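 further: 0% = neutral control wells and 100% = L-leucinethiol positive control wells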
DENV2 CPE rescue = inhibitors of DENV2 cytopathic effect, primary screen, cell-based, plate reader, single concentration. CPE inhibition, % at 9.99 µM. actives 1.7% (n = 350,000). DENV2-infected cells, cytopathic effect rescue; in the data active means CPE inhibition above about 20%, passing the limit was not always enough; inconclusive means no clear call, values can overlap the other calls; tested in BHK-21 cells;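 further: 0% = median of neutral control wells and 100% = median of positive control wells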
F508del corr = F508del CFTR correction, initial screen, CFBE line, single point. CFBE cells, YFP halide quenching; stimulated with forskolin plus potentiator P3; % fluorescence drop versus neutral controls. actives 0.36% (n = 350,000). activity (quench increase), % at 7.58 µM;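 active means mean added fluorescence quench of at least 8% versus neutral control, with both replicates also reaching 8%; inconclusive means only one of the mean or replicate conditions met; inactive means mean below 8% and not both replicates reaching 8%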;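 further: cells transiently co-express mutant CFTR-F508del with the halide-sensitive YFP; corrector assay measuring rescue of mutant channel to the surface after 24 h compound exposure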
ERp5 inh = inhibitors of ERp5-driven insulin aggregation, primary screen, biochemical, turbidity, absorbance 650 nm, single point | Protein disulfide-isomerase A6 (Homo sapiens), Q15084 | 90 min | inhibition, % at 9.99 µM | actives 0.05% (n = 350,000) | AID 651711, 2012;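 active means mean replicate inhibition above about 25%, with every replicate also reaching it, limit read from the data, passing the limit was not always enough; inconclusive means only one of those two criteria met; inactive means neither criterion met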
Target sequence (Q15084 whole entry, looked up): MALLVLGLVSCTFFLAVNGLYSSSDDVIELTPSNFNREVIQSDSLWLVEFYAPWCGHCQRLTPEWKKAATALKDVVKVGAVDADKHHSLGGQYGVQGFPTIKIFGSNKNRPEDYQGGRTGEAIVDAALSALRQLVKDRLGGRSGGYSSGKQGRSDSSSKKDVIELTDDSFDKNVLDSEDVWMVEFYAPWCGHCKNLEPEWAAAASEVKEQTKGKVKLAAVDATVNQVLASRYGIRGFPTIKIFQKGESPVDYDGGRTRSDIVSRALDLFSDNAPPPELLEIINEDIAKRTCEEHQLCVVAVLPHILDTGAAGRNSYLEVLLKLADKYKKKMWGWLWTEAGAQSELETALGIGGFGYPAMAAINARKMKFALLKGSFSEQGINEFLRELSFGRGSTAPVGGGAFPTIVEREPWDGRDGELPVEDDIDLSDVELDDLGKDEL
miR-122 sensor = miR-122 Renilla sensor signal increase in Huh7, primary screen, miR-122 inhibitor project, cell-based, single point, plate reader. actives 0.3% (n = 340,000). activation (reporter increase), % at 12.5 µM. AID 602342, 2012. Huh7 miR-122 Renilla luciferase sensor, 48 h; neutral wells = 0, positive control = 100;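 active means mean replicate activation score at least 90 and every replicate individually at or above 90; inconclusive means only one of the two criteria met; inactive means neither criterion met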;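 further: higher luciferase means less miR-122 activity so hits act as miR-122 inhibitors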
An asterisk follows results filed as active; ? = inconclusive; · = no result given; & = joins results of further samples; [ ] = dose if it differs, or a comment.

SIRT5 block	Casp6 inh	ERAP1 HTS inh	smiles	DENV2 CPE rescue	F508del corr	ERp5 inh	miR-122 sensor
-3.8	-4.3	0.2	CCOc1ccccc1Nc1ccc2nonc2c1[N+](=O)[O-]	22.7*	-2.8	-0.3	-3.9
-3.2	0.5	0.8	S=C(NN=C(c1ccccc1)c1ccccn1)N(Cc1ccccn1)Cc1ccccn1	1.0	0.6	-1.0	·
-1.2	-1.6	-0.9	Cn1cnnc1SCC(=O)NC1CCCCC1	-4.6	-0.2	4.6	-1.7
-0.7	2.2	0.2	CN1CCCCN2[C@@H](CO)[C@@H](c3ccc(C#Cc4ccccc4F)cc3)[C@@H]2C1	-25.2	1.0	4.1	-24.6[16.7 µM]
-4.6	-0.2	-2.1	O=C1c2ccccc2C(=O)N1CC(O)COc1ccccc1Cl (stereo not given)	-0.5	-1.7	0.8	-2.4
-1.7	1.0	0.3	CCOc1ccc(CC(=O)NCCc2cnc[nH]2)cc1	-5.5	-1.7	-0.4	-3.6
0.7	1.3	-3.0	Cc1ccccc1S(=O)(=O)N1CC[C@@H]2[C@H]1c1cc(-c3ccccc3F)ccc1N[C@@H]2CO	-13.4	3.4	1.5	45.4[16.7 µM]
0.6	-9.4	0.8	CC1(C)[C@@H](O)CC[C@]2(C)[C@H]3C(=O)C=C4[C@@H]5C[C@@](C)(C(=O)O)CC[C@]5(C)CC[C@@]4(C)[C@]3(C)CC[C@@H]12	0.3	6.9	1.7	-0.4
5.5	-4.8	5.3	CCCc1nnc(NC(=O)CCC(=O)N2CCN(C3CCCC3)CC2)s1	16.2	-2.5	·	·
-1.3	-2.6	-1.9	CN(Cc1ccccc1N1CCCC1)C(=O)c1cc2cc(Cl)ccc2o1	?	0.7	6.1	3.5
9.1	25.6	3.1	CCN1C(=O)/C(=C\c2ccc(-c3ccc([N+](=O)[O-])cc3OC)o2)SC1=Nc1cccc(C(=O)O)c1	14.5	4.8	-3.3	·
-1.9	-0.2	8.6	O=C1CCC(=O)N1c1ccc(-c2nc3ccccc3s2)cc1	1.2	·	4.9	3.4
12.7	1.2	0.7	CCC(C(=O)N1CCOCC1)n1c(C(=O)OC)cc2occc21 (stereo not given)	-3.9	4.5	-2.8	·
-0.5	-1.4	1.1	COc1ccc2c3c([nH]c2c1)[C@@H](CO)N(C(=O)C1CCCC1)CC31CCN(C(=O)NC(C)C)CC1	-4.3	-0.4	26.7*	·
-3.2	-6.3	3.4	Cc1ccc(NC(=O)CN(C)S(=O)(=O)c2cccc3cccnc23)c(C)c1	6.0	0.5	2.8	2.2
-0.2	-6.4	2.6	COc1ccc([N+](=O)[O-])cc1NC(=O)C(C)OC(=O)Cn1[nH]c(=O)c2ccccc2c1=O (stereo not given)	7.5	-4.3	5.3	2.9
0.0	0.4	1.7	CCn1ncc(CNC(=O)CCSc2nc(-c3ccco3)cc(C(F)(F)F)n2)c1C	·	·	2.9	·
-1.6	-1.5	-2.5	COc1ccc(C(=O)Oc2cc(C(=S)N3CCOCC3)ccc2OC)cc1	-5.2	-0.8	-2.6	-3.3
-2.7	2.3	3.3	Cc1nc2ccn(Cc3ccccc3)c(=O)c2cc1C(=O)N1CCN(c2ccccc2)CC1	25.6*	1.7	-1.1	-11.3
1.4	3.9	2.3	CCCC(C)NC(=O)CN(Cc1ccco1)S(=O)(=O)c1ccccc1 (stereo not given)	-4.9	-0.2	-3.3	5.4
3.5	1.1	-2.5	COc1cc2c(cc1OC)[C@@H]1Cc3ccc(OC)c(OC)c3CN1CC2	4.3	1.9	1.5	-8.8
2.0	-3.0	-1.6	O=C(COC(=O)COc1ccc(Cl)cc1)Nc1ccc(N2CCOCC2)cc1	-4.1	-0.7	10.6	·
2.9	1.5	0.4	CCN1C(=O)C(CC(=O)Nc2ccc(OC)cc2)N(CCCN2CCN(c3ccc(F)cc3)CC2)C1=S (stereo not given)	-1.3	0.3	0.5	1.2
-0.9	-0.2	3.0	O=[N+]([O-])c1ccc(N2CCN(CC3CCCCC3)CC2)cc1	0.2	0.3	-3.7	2.7
4.4	-3.7	0.9	C/C=C/c1ccc([C@H]2[C@@H](CO)N(C(=O)Nc3ccccc3F)[C@H]2C#N)cc1	2.5	2.9	1.5	·
-2.4	-3.2	-1.2	CCOC(=O)C1(Cc2cccc(F)c2)CCN(C(=O)c2cnccn2)CC1	-1.0	0.4	-4.0	-5.2
-4.2	-0.2	-0.3	CC(C)CNC(=O)COC(=O)c1c2c(nc3ccccc13)/C(=C\c1cccs1)CC2	-6.5	2.0	6.4	-13.1
-4.0	0.8	-13.3	COc1ccc(-c2cc(C(=O)N(C)Cc3cccc(OC)c3OC)c3ccccc3n2)cc1OC	5.8	3.0	0.1	26.4
-2.1	-32.8	4.2	S=C(NCC1CCCO1)Nc1cc(Cl)c(Cl)cc1Cl (stereo not given)	0.1	-2.0	4.1	11.7
10.3	-1.7	0.7	C[C@H]1CN([C@@H](C)CO)C(=O)Cc2cc(NC(=O)Nc3ccc4c(c3)OCO4)ccc2O[C@H]1CN(C)Cc1ccc(Cl)c(Cl)c1	15.1	3.9	4.2	-9.0[16.7 µM]
-4.7	-1.6	-0.9	Cc1nc(SCc2ccc(Cl)c(Cl)c2)n[nH]1	-1.4	-0.2	-4.0	-4.5
1.1	0.0	-0.1	CCCNC(=O)N(C)C[C@H]1Oc2cc(C#C[C@@H](C)O)ccc2S(=O)(=O)N([C@H](C)CO)C[C@@H]1C	18.2	-1.2	6.1	-3.9[16.7 µM]
0.5&2.9&7.7	2.4&-2.5&-3.0	0.1&0.4&0.5	C[C@H](CO)N1C[C@H](C)[C@H](CN(C)C(=O)c2ccccn2)Oc2cc(C#Cc3ccc(F)cc3)ccc2S1(=O)=O	-0.4&11.5	-3.0&4.1&1.0	-2.5&6.3&3.1	4.4
-1.2	0.9	20.8	CCCCCCC1(C)NC(=S)N(c2ccccc2)N1 (stereo not given)	-2.6	0.7	-4.3	·
0.0	0.3	-2.0	COc1cccc(-c2ccc([C@@H]3[C@H](CO)N4C(=O)CN(C(=O)CN5CCOCC5)C[C@@H]34)cc2)c1	2.8	3.8	1.9	·
-5.3	1.6	-0.1	CC=Cc1ccc2n(c1=O)C[C@H]1[C@H](CO)[C@@H](C(=O)NCc3ccccn3)[C@@H]2N1C (mixture of isomers)	-4.8	·	2.9	·
-2.5	-1.6	·	COc1ccc(NC(=O)Cn2cnc3c(oc4nc5c(cc43)COC(C)(C)C5)c2=O)cc1	-2.6	-0.1	-0.5	-1.2
0.1	2.1	0.3	O=C(/C(=C/c1ccncc1)n1ccnc1)c1ccc(Cl)cc1Cl	-3.3	-1.2	·	·
0.9	0.3	-5.3	CCCC1(c2ccccc2)NC(=O)N(CC(=O)NCC2COc3ccccc3O2)C1=O (stereo not given)	-8.4	-2.1	-1.4	2.0
-0.3	4.1	-7.2	O=C1CN(C(=O)COC(=O)c2cc(Cl)ccc2[N+](=O)[O-])c2ccccc2N1	-1.7	·	4.1	-0.9
0.5	-0.8	-0.5	CC1CCCN(c2c3c(nc4ccccc24)CCCC3)C1 (stereo not given)	0.7	4.1	0.6	3.2
-3.3	-3.0	-0.2	CC(=O)N1[C@H](C(=O)NC2CCCCC2)[C@@H](CO)[C@@H]2Cn3c(cccc3=O)[C@@H]21	11.3	-7.7	-2.4	1.6[16.7 µM]
-2.8	-0.9	·	COC(=O)[C@@]1(Cc2ccc(F)cc2)[C@H]2c3cc(C(=O)N(C)C)n(Cc4cc(F)cc5c4OCOC5)c3C[C@H]2CN1C(=O)c1ccccc1	18.5	-0.8	-2.3	·
0.7	-4.9	-2.6	CCN(CC)CCCn1c2c(c(SCC(=O)Nc3cccc(C)c3C)nc1=O)CCC2	-10.7	-4.5	-0.9	·
-2.3	-0.5	0.2	COc1nc(Nc2ccc([N+](=O)[O-])cc2)nc(NC(C)C)n1	5.7	1.6	-1.2	3.6
-3.3	0.7	-0.3	CC(C)NC(=O)N(C)C[C@@H]1Oc2c(NS(=O)(=O)c3cn(C)cn3)cccc2C(=O)N([C@H](C)CO)C[C@H]1C	0.6	0.5	2.7	2.4[16.7 µM]
-3.2	-0.1	-0.7	COc1ccc(S(=O)(=O)N(C)C[C@H]2Oc3ccc(NS(=O)(=O)c4cn(C)cn4)cc3CC(=O)N([C@@H](C)CO)C[C@H]2C)cc1	-1.6	0.0	8.3	-13.5[16.7 µM]
-1.7	-2.5	-3.5	OC12CC3C[C@H](C1)C(N1CCOCC1)[C@@H](C3)C2 (stereo not given in full)	-1.0	1.1	0.9	3.0
-6.2	2.0	5.1	Cc1c(C(=O)NC2CCCC2)oc2ccccc12	-3.3	-3.2	-1.7	3.2
-3.2	0.2	-6.5	Cc1noc(C)c1NC(=O)N(C)C[C@@H]1OCCCC[C@H](C)Oc2ccc(NC(=O)NC3CCCCC3)cc2C(=O)N([C@@H](C)CO)C[C@@H]1C	23.0*	-1.5	-0.5	5.2[16.7 µM]
-2.1	0.7	6.4	Cc1cccc(CNC(=O)CCCn2nc(C)c3c(C)n(-c4ccccc4)nc3c2=O)c1	-4.2	2.8	-1.8	-11.4
-0.2	-0.5	-0.1	C[C@@H]1CC[C@]2(O[C@H](CCO)C[C@@H](O)[C@@H]2O)O1	6.2	1.3	1.1	3.6
·	-2.2	·	CCCNC(=O)C(Cc1cccc(Cl)c1)NC(=O)c1ccccc1 (stereo not given)	-7.5	-1.2	-5.0	2.5
-0.8	-3.0	3.3	COc1ccc(CCNC(=O)C2(C)CCC(=O)N2Cc2ccc(C)cc2)cc1OC (stereo not given)	3.2	-3.1	0.3	·
-3.8	-68.6	1.1	CCn1c(C)c(C)c2cc(C(=O)NCCCN3CCCCC3)ccc21	-0.7	-0.8	-7.2	-2.1
·	1.6	2.2	COc1ccc(-c2ccc(C)cc2)cc1[C@H]1[C@H]2C=CC[C@@H](C)[C@@H]2C(=O)N1Cc1ccccc1	·	1.5	-0.7	14.9
-3.8	0.9	0.4	C[C@H](CO)N1C[C@H](C)[C@@H](CN(C)Cc2ccc3c(c2)OCO3)Oc2c(NS(=O)(=O)c3ccc(F)cc3)cccc2C1=O	-3.7	-1.6	-1.9	48.1[16.7 µM]
-8.0	-0.4	2.9	C[C@@H]1CN([C@H](C)CO)C(=O)c2c(c3ccccc3n2C)-c2ccccc2CO[C@@H]1CN(C)C(=O)c1ccc(F)cc1	13.3	0.1	1.2	·
2.2	-0.5	0.9	O=S(=O)(c1ccc(F)c(F)c1F)N1CCN(C(=S)NC2CC3CCC2C3)CC1 (stereo not given)	-2.9	-0.2	-5.9	-4.2
-0.9	0.3	4.3	CC(C)[C@@H]1C=C(C(=O)O)O[C@H](OCc2ccc(CO)cc2)C1	-6.8	-0.4	-6.7	·

Printed as active in DENV2 CPE rescue, among the entries above:
SIRT5 block	Casp6 inh	ERAP1 HTS inh	smiles	DENV2 CPE rescue	F508del corr	ERp5 inh	miR-122 sensor
-3.8	-4.3	0.2	CCOc1ccccc1Nc1ccc2nonc2c1[N+](=O)[O-]	22.7*	-2.8	-0.3	-3.9
-2.7	2.3	3.3	Cc1nc2ccn(Cc3ccccc3)c(=O)c2cc1C(=O)N1CCN(c2ccccc2)CC1	25.6*	1.7	-1.1	-11.3
-3.2	0.2	-6.5	Cc1noc(C)c1NC(=O)N(C)C[C@@H]1OCCCC[C@H](C)Oc2ccc(NC(=O)NC3CCCCC3)cc2C(=O)N([C@@H](C)CO)C[C@@H]1C	23.0*	-1.5	-0.5	5.2[16.7 µM]
